Tcruzi prolif = T. cruzi proliferation inhibition | T. cruzi beta-gal in NIH3T3, GalScreen luminescence, 90 h | inhibition, % at 8.34 µM | actives 5.9% (n = 77,000);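 active = mean inhibition above about 93%, with at least 55% of replicates each passing it, limit read from the data, passing the limit was not always enough; inconclusive = only one of those two conditions holds; inactive = neither condition holds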
Pf Dd2 inh = inhibitors of Plasmodium falciparum Dd2 growth. P. falciparum Dd2 growth, SYBR Green, 72 h; stronger effect = lower value. activity change, % at 10 µM. actives 2.3% (n = 94,000). AID 1159554; in the data active = activity change below about -80%; inconclusive = no clear call, values can overlap the other calls
GASC1 inh = inhibitors of human demethylase GASC-1 KDM4C. GST-KDM4C 2-372, H3K9me3 peptide, LANCE TR-FRET. inhibition, % at 12.5 µM. actives 0.15% (n = 96,000). AID 720574;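 active = mean replicate inhibition above about 25%, with at least 55% of replicates also reaching it, limit read from the data, passing the limit was not always enough; inconclusive = only one of those two conditions met; inactive = neither condition met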
Target sequence (Q9H3R0 2-372 limits assumed): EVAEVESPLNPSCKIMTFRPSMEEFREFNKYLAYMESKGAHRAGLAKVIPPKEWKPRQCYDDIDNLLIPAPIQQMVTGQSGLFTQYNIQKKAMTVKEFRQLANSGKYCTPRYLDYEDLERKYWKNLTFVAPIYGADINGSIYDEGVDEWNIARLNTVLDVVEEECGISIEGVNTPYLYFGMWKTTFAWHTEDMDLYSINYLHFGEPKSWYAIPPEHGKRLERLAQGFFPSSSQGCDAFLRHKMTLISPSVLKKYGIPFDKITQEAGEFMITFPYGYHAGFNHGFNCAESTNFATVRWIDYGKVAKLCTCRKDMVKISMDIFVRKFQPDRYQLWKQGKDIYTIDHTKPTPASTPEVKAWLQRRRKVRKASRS
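Compound: one test concentration per compound; Material: GST-GASC-1 enzyme fragment 2-372; Amount: GASC-1 enzyme at 10 nM final in reaction; Also added: H3K9me3 peptide substrate, Fe(II), 2-oxoglutarate; Technique: LANCE TR-FRET; Times: 30 min demethylation and 1 h detection at room temperature.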
C diff growth = blocks growth of Clostridium difficile. Clostridium difficile clinical isolate growth, OD600, 24 h; stronger effect = lower value. growth activity, negative = inhibition, % at 16 µg/mL (by protocol). actives 0.25% (n = 86,000). AID 1259249;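 active = mean growth activity at or below -80% and every replicate also at or below -80%; inconclusive = mean at or below -80% but some replicate above -80%; inactive = mean growth activity above -80%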;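 note: 0% = DMSO wells and -100% = levofloxacin 16 µg/mL wells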
An asterisk follows results filed as active.

The opening three entries (preview)
How did O=C(O)C[C@H]1C[C@H]2c3cc(NC(=O)Nc4ccccc4)ccc3O[C@H]2[C@@H](CO)O1 do in these assays?
Tcruzi prolif: 34; Pf Dd2 inh: 26; GASC1 inh: -1.4; C diff growth: -1

What do the screens show for `C[C@@H]1CN([C@@H](C)CO)C(=O)c2cc(C3=CCCCC3)cnc2O[C@@H]1CN(C)S(C)(=O)=O`?
Tcruzi prolif: 65; Pf Dd2 inh: 14; GASC1 inh: 6.5

How did COc1ccc2c3c([nH]c2c1)[C@@H](CO)N(Cc1cc(F)ccc1F)CC31CN(C)C1 do in these assays?
Pf Dd2 inh: -73; GASC1 inh: -0.6; C diff growth: 1

All compounds of this part, previewed entries included:
How did O=C(O)C[C@H]1C[C@H]2c3cc(NC(=O)Nc4ccccc4)ccc3O[C@H]2[C@@H](CO)O1 do in these assays?
Tcruzi prolif: 34; Pf Dd2 inh: 26; GASC1 inh: -1.4; C diff growth: -1

What do the screens show for `C[C@@H]1CN([C@@H](C)CO)C(=O)c2cc(C3=CCCCC3)cnc2O[C@@H]1CN(C)S(C)(=O)=O`?
Tcruzi prolif: 65; Pf Dd2 inh: 14; GASC1 inh: 6.5

How did COc1ccc2c3c([nH]c2c1)[C@@H](CO)N(Cc1cc(F)ccc1F)CC31CN(C)C1 do in these assays?
Pf Dd2 inh: -73; GASC1 inh: -0.6; C diff growth: 1

How did CCC(=O)Nc1ccc2c(c1)OC[C@H](C)N(Cc1nccs1)C[C@H](C)[C@H](OC)CN(C)C2=O do in these assays?
Pf Dd2 inh: -60; GASC1 inh: 2.6; C diff growth: 2

What do the screens show for `C[C@H](CO)N1C[C@H](C)[C@@H](CN(C)C(=O)Nc2ccccc2F)Oc2cc(-c3cccc(C#N)c3)ccc2S1(=O)=O`?
Tcruzi prolif: inconclusive; Pf Dd2 inh: -50; GASC1 inh: -0.2; C diff growth: 3

Results for O=C(N[C@H]1CC[C@@H](CCNS(=O)(=O)c2ccc(F)cc2)O[C@@H]1CO)C1CCCC1 ?
Pf Dd2 inh: 13; GASC1 inh: -1.5; C diff growth: -2

Results for COc1ccccc1S(=O)(=O)N(C)C[C@@H]1Oc2cc(/C=C/c3ccccc3)ccc2S(=O)(=O)N([C@H](C)CO)C[C@@H]1C ?
Tcruzi prolif: 128*; Pf Dd2 inh: inconclusive; GASC1 inh: 11; C diff growth: 12

How did Cc1ccc(S(=O)(=O)Nc2cccc3c2O[C@@H](CN(C)Cc2ccccc2)[C@@H](C)CN([C@@H](C)CO)C3=O)cc1 do in these assays?
Tcruzi prolif: 13; Pf Dd2 inh: -11; GASC1 inh: 19; C diff growth: 7

What do the screens show for `COC(=O)C[C@@H]1CC[C@@H]2[C@H](COc3ccc(NC(=O)Nc4ccc(Cl)cc4)cc3C(=O)N2C)O1`?
Tcruzi prolif: 65; Pf Dd2 inh: -37; GASC1 inh: 0.7; C diff growth: 3

How did C[C@@H]1CN([C@H](C)CO)C(=O)c2cc(C3=CCCC3)cnc2O[C@H]1CN(C)C(=O)Nc1ccc(F)cc1 do in these assays?
Tcruzi prolif: 46; Pf Dd2 inh: 1; GASC1 inh: 3.3; C diff growth: -1

How did CNC[C@H]1OCCCC[C@H](C)Oc2ccc(NC(=O)NC3CCCCC3)cc2C(=O)N([C@H](C)CO)C[C@@H]1C do in these assays?
Tcruzi prolif: 61; Pf Dd2 inh: 19; GASC1 inh: 0.5; C diff growth: -2

What do the screens show for `CCC(=O)Nc1ccc2c(c1)C(=O)N(C)[C@@H]1CC[C@H](CC(=O)N[C@@H](C)c3ccccc3)O[C@H]1CO2`?
Tcruzi prolif: 52; Pf Dd2 inh: 2; GASC1 inh: 3.0; C diff growth: 4

Results for C[C@@H]1CN([C@@H](C)CO)C(=O)Cc2cc(NS(=O)(=O)c3ccc(Cl)cc3)ccc2O[C@H]1CN(C)C(=O)Nc1ccccc1 ?
Tcruzi prolif: 5; Pf Dd2 inh: 4; GASC1 inh: -0.9; C diff growth: -13

What do the screens show for `C/C=C/c1ccc2c(c1)O[C@H](CN(C)CC1CC1)[C@H](C)CN([C@@H](C)CO)S2(=O)=O`?
Tcruzi prolif: 111; Pf Dd2 inh: -27; GASC1 inh: 2.5; C diff growth: 4

What do the screens show for `Cc1ccc(S(=O)(=O)N(C)C[C@H]2Oc3ccc(NC(=O)C4CC4)cc3CC(=O)N([C@@H](C)CO)C[C@@H]2C)cc1`?
Tcruzi prolif: 44; Pf Dd2 inh: -34; GASC1 inh: 0.2; C diff growth: 1

Already shown: an excerpt of the list.
How did CNC[C@H]1OCCCC[C@H](C)Oc2ccc(NC(=O)NC3CCCCC3)cc2C(=O)N([C@H](C)CO)C[C@@H]1C do in these assays?
Tcruzi prolif: 61; Pf Dd2 inh: 19; GASC1 inh: 0.5; C diff growth: -2

What do the screens show for `CCC(=O)Nc1ccc2c(c1)C(=O)N(C)[C@@H]1CC[C@H](CC(=O)N[C@@H](C)c3ccccc3)O[C@H]1CO2`?
Tcruzi prolif: 52; Pf Dd2 inh: 2; GASC1 inh: 3.0; C diff growth: 4

Next compounds follow.
What do the screens show for `Cc1noc(C)c1S(=O)(=O)N(C)C[C@H]1OCCCC[C@H](C)Oc2ccc(NS(C)(=O)=O)cc2C(=O)N([C@@H](C)CO)C[C@@H]1C`?
Tcruzi prolif: -59; Pf Dd2 inh: 12; C diff growth: 2

How did COC(=O)[C@H]1[C@H](CO)[C@H]2Cn3c(ccc(C4=CCCCC4)c3=O)[C@H]2N1C(=O)C1CC1 do in these assays?
Tcruzi prolif: 12; Pf Dd2 inh: 8; GASC1 inh: 1.2; C diff growth: 3

Results for C[C@@H]1CN([C@H](C)CO)C(=O)c2cc(-c3cccc(C#N)c3)cnc2O[C@H]1CN(C)C(=O)C1CC1 ?
Tcruzi prolif: 90; Pf Dd2 inh: 13; GASC1 inh: -0.6

How did C[C@H](O)C#Cc1ccc2c(c1)O[C@@H](CN(C)C(=O)C1CC1)[C@H](C)CN([C@@H](C)CO)S2(=O)=O do in these assays?
Tcruzi prolif: 4; Pf Dd2 inh: 37; GASC1 inh: 2.7

What do the screens show for `Cc1noc(C)c1S(=O)(=O)Nc1ccc2c(c1)C(=O)N([C@@H](C)CO)C[C@@H](C)[C@@H](CN(C)C(=O)NC1CCCCC1)O2`?
Tcruzi prolif: -128; Pf Dd2 inh: 21; GASC1 inh: 11; C diff growth: 3

Results for OC[C@@H]1[C@H](c2ccc(-c3ccc(F)cc3)cc2)[C@@H](CNC2CCCC2)N1CCC(F)(F)F ?
Pf Dd2 inh: -97*; GASC1 inh: -0.7; C diff growth: 44

What do the screens show for `C[C@H]1CN([C@@H](C)CO)C(=O)c2cc(Br)cnc2O[C@@H]1CN(C)C(=O)c1ccc(F)cc1`?
Pf Dd2 inh: 11; GASC1 inh: -0.2; C diff growth: 1

What do the screens show for `C[C@@H]1CN([C@@H](C)CO)C(=O)c2cc(NC(=O)c3ccccc3)ccc2O[C@@H](C)CCCCO[C@H]1CN(C)CC1CCCCC1`?
Tcruzi prolif: 58; Pf Dd2 inh: -72; GASC1 inh: 0.7; C diff growth: 6

Results for C[C@@H]1CN([C@@H](C)CO)C(=O)c2cc(NC(=O)Nc3ccccc3)ccc2O[C@@H](C)CCCCO[C@H]1CN(C)C(=O)Cc1ccccc1 ?
Tcruzi prolif: 25; Pf Dd2 inh: -34; GASC1 inh: 0.2

What do the screens show for `CS(=O)(=O)Nc1ccc2c(c1)[C@@H]1C[C@H](CC(=O)NCc3cc(F)ccc3F)O[C@@H](CO)[C@@H]1O2`?
Tcruzi prolif: -5; Pf Dd2 inh: 9; GASC1 inh: -0.2; C diff growth: -3

What do the screens show for `COC(=O)C[C@@H]1CC[C@H]2[C@H](COc3ccc(NC(=O)Nc4cccc(C#N)c4)cc3C(=O)N2C)O1`?
Tcruzi prolif: 13; Pf Dd2 inh: 5; GASC1 inh: -0.6; C diff growth: -4

How did CCCNC(=O)N1CC[C@@H]2[C@H]1c1cc(-c3ccc(OC)cc3)ccc1N(C)[C@H]2CO do in these assays?
Tcruzi prolif: 92; Pf Dd2 inh: -32; GASC1 inh: 3.7; C diff growth: 5

How did C[C@@H]1CN([C@H](C)CO)C(=O)c2cc(NC(=O)c3ccncc3)ccc2O[C@@H](C)CCCCO[C@@H]1CN(C)C(=O)Nc1cccc2ccccc12 do in these assays?
Pf Dd2 inh: -90*; GASC1 inh: -0.1; C diff growth: 16

What do the screens show for `CNC[C@H]1OCCCC[C@H](C)Oc2ccc(NC(=O)Nc3c(C)noc3C)cc2C(=O)N([C@@H](C)CO)C[C@H]1C`?
Tcruzi prolif: 44; Pf Dd2 inh: 38; GASC1 inh: -0.5; C diff growth: 0

What do the screens show for `COc1ccc(C(=O)Nc2ccc3c(c2)C(=O)N(C)[C@@H]2CC[C@H](CC(=O)NCC4CC4)O[C@@H]2CO3)cc1`?
Tcruzi prolif: 13; GASC1 inh: -1.8; C diff growth: -7

Results for CO[C@@H]1CN(C)C(=O)c2cc(NC(=O)CC(F)(F)F)ccc2OC[C@@H](C)N(S(=O)(=O)c2cn(C)cn2)C[C@@H]1C ?
Pf Dd2 inh: 16; GASC1 inh: 2.0

How did CCCC(=O)Nc1ccc2c(c1)C(=O)N(C)C[C@H](OC)[C@H](C)CN(Cc1ccncc1)[C@@H](C)CO2 do in these assays?
Tcruzi prolif: -30; GASC1 inh: 1.5

How did C[C@@H]1CN([C@H](C)CO)C(=O)c2cc(NC(=O)Nc3ccc(C(F)(F)F)cc3)ccc2O[C@@H]1CN(C)Cc1ccc(Cl)c(Cl)c1 do in these assays?
Tcruzi prolif: 90; Pf Dd2 inh: 0; GASC1 inh: -0.3; C diff growth: 15

Results for C/C=C/c1ccc([C@H]2[C@@H](CO)N3CCCCN(C)C[C@H]23)cc1 ?
Tcruzi prolif: 21; Pf Dd2 inh: 49; GASC1 inh: -0.4; C diff growth: 1

What do the screens show for `CC(C)NC(=O)Nc1ccc2c(c1)C(=O)N([C@H](C)CO)C[C@@H](C)[C@@H](CN(C)S(=O)(=O)c1ccccc1)O2`?
Tcruzi prolif: 35; Pf Dd2 inh: 7; GASC1 inh: 11; C diff growth: 0

What do the screens show for `Cc1ccc(-c2ccc3c(c2)O[C@@H](CN(C)C(=O)C2CCC2)[C@@H](C)CN([C@H](C)CO)S3(=O)=O)cc1`?
Tcruzi prolif: 63; Pf Dd2 inh: -66; GASC1 inh: -0.2; C diff growth: -2

What do the screens show for `CCCC(=O)N1CC2(C1)CN(C(=O)Nc1cccc(F)c1)[C@@H](CO)c1c2c2ccc(OC)cc2n1C`?
Pf Dd2 inh: -28; GASC1 inh: -2.2; C diff growth: -8

How did O=C(C[C@@H]1CC[C@H](NS(=O)(=O)c2ccc(F)cc2)[C@H](CO)O1)NCCN1CCCCC1 do in these assays?
Tcruzi prolif: 24; Pf Dd2 inh: -9; GASC1 inh: 3.0; C diff growth: -3

How did CNC[C@H]1Oc2cc(C#Cc3ccccc3F)ccc2S(=O)(=O)N([C@@H](C)CO)C[C@@H]1C do in these assays?
Pf Dd2 inh: -26; GASC1 inh: -2.5

What do the screens show for `CC(C)NC(=O)N(C)C[C@@H]1Oc2ccc(NS(=O)(=O)c3ccccc3)cc2CC(=O)N([C@@H](C)CO)C[C@H]1C`?
Tcruzi prolif: -10; Pf Dd2 inh: 12; GASC1 inh: 0.5; C diff growth: -2

Results for C[C@@H]1CN([C@@H](C)CO)C(=O)c2cccc(NS(=O)(=O)c3cccs3)c2O[C@H]1CN(C)Cc1ccc(C(=O)Nc2ccccc2N)cc1 ?
Pf Dd2 inh: -52; GASC1 inh: -1.1; C diff growth: 6

How did C[C@H]1CN([C@@H](C)CO)C(=O)c2cccc(NC(=O)CCCCCC(=O)Nc3ccccc3N)c2O[C@@H]1CN(C)S(=O)(=O)c1ccc(Cl)cc1 do in these assays?
Tcruzi prolif: 106*; Pf Dd2 inh: inconclusive; GASC1 inh: -3.3; C diff growth: 1

Results for COc1ccccc1C#Cc1ccc2c(c1)[C@H]1NCC[C@H]1[C@@H](CO)N2 ?
Pf Dd2 inh: -87*; GASC1 inh: -1.5; C diff growth: 0

How did O=C(NCC[C@@H]1CC[C@@H](NC(=O)C2CC2)[C@H](CO)O1)c1ccc(F)cc1 do in these assays?
GASC1 inh: -1.5; C diff growth: 0

Results for COC(=O)C[C@H]1C[C@H]2c3cc(NS(=O)(=O)c4ccccc4)ccc3O[C@H]2[C@@H](CO)O1 ?
Tcruzi prolif: 29; Pf Dd2 inh: 10; GASC1 inh: -0.1; C diff growth: 1

Results for C[C@@H]1CN([C@H](C)CO)C(=O)c2cc(NC(=O)CCCCCC(=O)Nc3ccccc3N)ccc2O[C@H]1CN(C)C(=O)NC1CCCCC1 ?
Pf Dd2 inh: 22; GASC1 inh: -3.6; C diff growth: 10

What do the screens show for `O=C(C[C@H]1CC[C@H]2[C@@H](COC[C@H](O)CN2Cc2cc(F)ccc2F)O1)NCc1ccc(F)cc1`?
Tcruzi prolif: 65; Pf Dd2 inh: -34; GASC1 inh: 0.9; C diff growth: 8

Results for C[C@@H]1CN([C@@H](C)CO)C(=O)c2cc(-c3cccc(F)c3)cnc2O[C@@H]1CN(C)C(=O)Nc1cc(F)ccc1F ?
Tcruzi prolif: 30; Pf Dd2 inh: -30; GASC1 inh: 0.2; C diff growth: -4
